# Bioassay records (PubChem BioAssay)
# aSyn UTR inh: MLPCN primary screen, SNCA 5' untranslated region; inhibition, % (tested at 7.5 µM); actives 0.82% (n = 300,000); alpha-synuclein 5'UTR reporter, inhibitor activity; AID 1813, 2009; in the data active means inhibition above about 60%;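 further: H4 neuroglioblastoma cells stably carrying SNCA 5'UTR luciferase fusion; 0% = DMSO wells and 100% = positive control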
# SKKanGAS inh: S. pyogenes SKKanGAS growth inhibitors in kanamycin, primary screen, streptokinase expression inhibitor project, SKKanGAS strain, BacTiter-Glo luminescence | inhibition, % at 7.5 µM | 6 h | actives 1.3% (n = 300,000) | AID 1662, 2009;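 active means mean replicate score, as percent of positive control median, at least 50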;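 further: strain carries kanamycin resistance gene driven by streptokinase promoter and grows in 40 µg/ml kanamycin; loss of luminescence reflects streptokinase promoter inhibition or plain growth inhibition; 0% = median of DMSO wells and 100% = positive control at its reference dose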
# MrgX1 antag: antagonists of human MrgX1 receptor, primary screen, HEK293 cells, Fluo-4 calcium flux | BAM8-22 antagonism; active compounds read low | Mas-related G-protein coupled receptor member X1 (Homo sapiens), Q96LB2 | AID 588676, 2011 | B-score at 10 µM | actives 1.3% (n = 310,000);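 active means calcium-response B-score plate-corrected more than 3 library SD below zero, starting fluorescence within 5 deviations, no agonist response on first addition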;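 further: peak minus trough fluorescence over baseline after final BAM8-22 challenge near maximal dose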
# TRPC6 inh: mouse TRPC6 channel inhibitors, primary screen, cell-based, HEK293, membrane potential dye; Short transient receptor potential channel 6 (Mus musculus), Q61143; ACh-evoked depolarization; active compounds read low; B-score at 10 µM; actives 1.1% (n = 310,000);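 active means B-score under library mean minus 3 SD, initial fluorescence not abnormally high, positive integrated signal ratio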;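 further: B-score derived from integrated fluorescence ratio over the kinetic read; more negative B-score means stronger inhibition of depolarization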
# Target sequence (Q61143 whole entry, looked up): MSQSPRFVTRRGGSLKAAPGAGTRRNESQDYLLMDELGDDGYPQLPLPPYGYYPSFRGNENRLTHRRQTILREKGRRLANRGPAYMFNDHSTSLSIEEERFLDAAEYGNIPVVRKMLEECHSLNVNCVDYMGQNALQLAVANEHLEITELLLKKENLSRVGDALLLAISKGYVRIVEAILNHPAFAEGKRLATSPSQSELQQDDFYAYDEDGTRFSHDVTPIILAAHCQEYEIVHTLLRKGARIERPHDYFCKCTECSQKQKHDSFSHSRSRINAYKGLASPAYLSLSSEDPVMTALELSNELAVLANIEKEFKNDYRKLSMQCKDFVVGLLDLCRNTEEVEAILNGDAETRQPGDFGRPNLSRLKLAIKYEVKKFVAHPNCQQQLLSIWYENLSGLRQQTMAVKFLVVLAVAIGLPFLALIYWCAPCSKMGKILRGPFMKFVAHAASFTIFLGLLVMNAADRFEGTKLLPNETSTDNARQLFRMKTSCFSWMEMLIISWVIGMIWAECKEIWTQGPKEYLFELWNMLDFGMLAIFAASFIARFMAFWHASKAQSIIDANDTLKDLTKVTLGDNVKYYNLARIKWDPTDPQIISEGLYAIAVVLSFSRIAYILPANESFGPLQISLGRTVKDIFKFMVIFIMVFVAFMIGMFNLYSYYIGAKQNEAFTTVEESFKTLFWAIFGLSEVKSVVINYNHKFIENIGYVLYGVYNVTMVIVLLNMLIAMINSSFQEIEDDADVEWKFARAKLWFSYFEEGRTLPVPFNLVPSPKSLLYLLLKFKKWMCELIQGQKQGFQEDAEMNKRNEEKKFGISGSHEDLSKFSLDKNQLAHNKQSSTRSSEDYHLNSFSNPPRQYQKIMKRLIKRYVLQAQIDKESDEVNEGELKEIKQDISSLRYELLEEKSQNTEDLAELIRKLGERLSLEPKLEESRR
# KLF5 inh: KLF5 expression inhibitors, primary screen, DLD-1 cells, luminescence; DLD-1 KLF5 promoter-luciferase reporter; inhibition, % at 5 µM; actives 0.23% (n = 290,000); AID 1700, 2009;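 active means inhibition above a per-plate limit of that plate's mean compound inhibition plus 3 SD, cut at about 60% in these data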;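 further: 0% = DMSO wells and 100% = LY294002 at 200 µM; higher means less KLF5 promoter-driven luciferase light; inactives centre near -14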
# TRPC6 activator: mouse TRPC6 channel activators, primary screen, cell-based, HEK293, membrane potential dye | Short transient receptor potential channel 6 (Mus musculus), Q61143 | HEK293-TRPC6 membrane potential dye fluorescence; active compounds read high | B-score at 10 µM | actives 0.13% (n = 310,000);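 active means B-score of the integrated fluorescence ratio above library mean plus 3 SD, and starting fluorescence ratio within library mean plus 5 SD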;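 further: higher score means more depolarization so channel activation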
# IEC-6 tox: cytotoxicity in IEC-6 intestinal epithelial cells, primary screen, cytotoxicity control for KLF5 inhibitor project, cell-based, luminescence; inhibition, % at 5 µM; IEC-6 cytotoxicity, luminescence viability; actives 0.78% (n = 290,000); in the data active means inhibition above about 22%;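 further: 0% = plate median of test compound wells and 100% = cytotoxic reference compound wells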
# TRPC4 potent: positive allosteric modulators of TRPC4, primary screen, cell-based, mouse TRPC4beta, HEK293 mu-opioid, Fluo-4 calcium. actives 0.42% (n = 310,000). AID 2227, 2009. B-score at 10 µM. DAMGO EC20, Fluo-4 Ca2+ flux; active compounds read high. Short transient receptor potential channel 4 (Mus musculus), Q9QUQ5;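 active means B-score of calcium response area above 5 SD of library B-scores, with initial fluorescence ratio within 5 SD of library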;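 further: B-score of integrated fluorescence ratio over time as area under calcium response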
# TRPC4 inh: inhibitors of mouse TRPC4 channel, primary screen, Fluo4 calcium, HEK293 TRPC4beta/mu-opioid cells | Short transient receptor potential channel 4 (Mus musculus), Q9QUQ5 | DAMGO-evoked Fluo4 calcium flux; active compounds read low | B-score at 10 µM | actives 0.39% (n = 300,000) | AID 2247, 2010;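 active means B-score over 3 SD under the library average, no early fluorescence shift, positive overall ratio signal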
#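 Material: HEK293 cells with stable TRPC4beta plus mu-opioid receptor expression / Probe or stimulus: DAMGO in two steps, submaximal then maximal / Compound: single concentration per test compound / Technique: kinetic Fluo4 fluorescence imaging of calcium influx / Read-out: per-well B score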
# HIF activator: HIF pathway transcriptional activators, primary screen, cell-based, U2OS HRE-luciferase, luminescence. U2OS HRE-luciferase reporter; normalized: DMSO 0%, desferrioxamine 100%. activation, % at 7.5 µM (by protocol). actives 0.32% (n = 300,000);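 active means mean activation of at least 10% of the iron chelator positive control signal, with at least half of replicates also reaching 10%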
# TRPC4 act: activators of mouse TRPC4 channel, primary screen, Fluo4 calcium, HEK293 TRPC4beta/mu-opioid cells; Short transient receptor potential channel 4 (Mus musculus), Q9QUQ5; Fluo4 calcium fluorescence; active compounds read high; B-score at 10 µM; actives 0.49% (n = 310,000); AID 2237, 2010;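 active means B-score above 5 SD of library B-scores, and initial fluorescence ratio not above library mean plus 5 SD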;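 further: positive B-score marks a calcium rise read as TRPC4 activation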
#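 Assay system: HEK293 cells stably co-expressing mouse TRPC4beta and mu-opioid receptor / Timing: Fluo4 dye loading 45 min at room temperature, 110 s recording / Signal: Fluo4 calcium-sensitive dye fluorescence, kinetic, 1 Hz baseline / Read-out: integrated baseline-normalised fluorescence ratio, converted to per-well B score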
# An asterisk follows results filed as active; i = inactive. Hits appear at their usual frequency; any-hit rate near 5.8%.
# The first 13 compounds, to show the layout:
# The line under a structure holds: aSyn UTR inh	SKKanGAS inh	MrgX1 antag	TRPC6 inh	KLF5 inh	TRPC6 activator	IEC-6 tox	TRPC4 potent	TRPC4 inh	HIF activator	TRPC4 act
1	CCOc1ccc(-c2cc(CCCC(=O)Nc3cc(OC)ccc3OC)no2)cc1
    83*	0	i	i	-12	i	4	i	i	-2.7	i
2	CCN(Cc1ccccc1)S(=O)(=O)c1cn(C)cn1
    -12	-2	i	i	-9	i	-2	i	i	0.3	i
3	CCOc1ccc(C(C(=O)NC2CCCCC2)N(C(=O)c2ccccn2)c2cccnc2)cc1 (stereo unspecified)
    1	-8	i	i	-23	i	-4	i	i	-0.6	i
4	c1ccc2c(N3CCCCC3)nc(N3CCCC3)nc2c1
    28	13	i	i	15	i	10	i	i	-1.7	i
5	Cc1nc2cc(-c3ccc(Br)cc3)[nH]n2c(=O)c1Cl
    -74	12	i	i	-75	i	30*	i	i	0.4	i
6	CC(/C=N\NC(=O)c1cc(C)oc1C)=C\c1ccccc1
    -119	0	i	i	-33	i	-2	i	i	1.1	i
7	Cc1ccsc1C(=O)OCC(=O)NCc1ccco1
    4	-6	i	i	0	i	1	i	i	0.2	i
8	O=C(CN1C(=O)NC2(CCSC2)C1=O)N1CCN(c2ccc(F)cc2)CC1 (stereo unspecified)
    -6	-3	i	i	-31	i	-1	i	i	-1.1	i
9	CCOCCCn1c(C)nc2c(c1=O)c1nc3ccccc3nc1n2-c1ccc2c(c1)OCCO2
    28	9	i	i	-13	i	2	i	i	-0.2	i
10	CC(C)C[C@@H](COc1ccccc1)N1CCN(C)CCC1=O
    1	0	i	i	-31	i	-1	i	i	0.3	i
11	N#CCCN(Cc1cccnc1)C(=O)Nc1cccc(Cl)c1
    -11	-1	i	i	1	i	-1	i	i	1.2	i
12	CCCCCC(=O)N1CC2(CC(c3cccc(NC(=O)c4ccccc4)c3)=NO2)C[C@@H]1C(N)=O (stereo partly specified)
    15	-2	i	i	-17	i	1	i	i	-1.6	i
13	C[C@]12CC[C@@H]3c4ccc(O)cc4[C@@H](O)C[C@H]3[C@@H]1CC[C@@H]2O
    0	2	i	i	1	i	-7	i	i	0.0	i

# Results, from the start:
# The line under a structure holds: aSyn UTR inh	SKKanGAS inh	MrgX1 antag	TRPC6 inh	KLF5 inh	TRPC6 activator	IEC-6 tox	TRPC4 potent	TRPC4 inh	HIF activator	TRPC4 act
1	CCOc1ccc(-c2cc(CCCC(=O)Nc3cc(OC)ccc3OC)no2)cc1
    83*	0	i	i	-12	i	4	i	i	-2.7	i
2	CCN(Cc1ccccc1)S(=O)(=O)c1cn(C)cn1
    -12	-2	i	i	-9	i	-2	i	i	0.3	i
3	CCOc1ccc(C(C(=O)NC2CCCCC2)N(C(=O)c2ccccn2)c2cccnc2)cc1 (stereo unspecified)
    1	-8	i	i	-23	i	-4	i	i	-0.6	i
4	c1ccc2c(N3CCCCC3)nc(N3CCCC3)nc2c1
    28	13	i	i	15	i	10	i	i	-1.7	i
5	Cc1nc2cc(-c3ccc(Br)cc3)[nH]n2c(=O)c1Cl
    -74	12	i	i	-75	i	30*	i	i	0.4	i
6	CC(/C=N\NC(=O)c1cc(C)oc1C)=C\c1ccccc1
    -119	0	i	i	-33	i	-2	i	i	1.1	i
7	Cc1ccsc1C(=O)OCC(=O)NCc1ccco1
    4	-6	i	i	0	i	1	i	i	0.2	i
8	O=C(CN1C(=O)NC2(CCSC2)C1=O)N1CCN(c2ccc(F)cc2)CC1 (stereo unspecified)
    -6	-3	i	i	-31	i	-1	i	i	-1.1	i
9	CCOCCCn1c(C)nc2c(c1=O)c1nc3ccccc3nc1n2-c1ccc2c(c1)OCCO2
    28	9	i	i	-13	i	2	i	i	-0.2	i
10	CC(C)C[C@@H](COc1ccccc1)N1CCN(C)CCC1=O
    1	0	i	i	-31	i	-1	i	i	0.3	i
11	N#CCCN(Cc1cccnc1)C(=O)Nc1cccc(Cl)c1
    -11	-1	i	i	1	i	-1	i	i	1.2	i
12	CCCCCC(=O)N1CC2(CC(c3cccc(NC(=O)c4ccccc4)c3)=NO2)C[C@@H]1C(N)=O (stereo partly specified)
    15	-2	i	i	-17	i	1	i	i	-1.6	i
13	C[C@]12CC[C@@H]3c4ccc(O)cc4[C@@H](O)C[C@H]3[C@@H]1CC[C@@H]2O
    0	2	i	i	1	i	-7	i	i	0.0	i
14	O=C(Oc1ccc(C(=S)N2CCOCC2)cc1)c1cc([N+](=O)[O-])cc([N+](=O)[O-])c1
    -4	-1	i	i	-35	i	-2	i	i	-0.2	i
15	O=C(CN1C(=O)C2C3CC(C(Br)C3Br)C2C1=O)N1CCOCC1 (stereo unspecified)
    -10	0	i	i	4	i	-1	i	i	0.3	i
16	CCOC(=O)c1c(-c2ncc(C(F)(F)F)cc2Cl)noc1C
    13	7	i	i	-7	i	-4	i	i	-0.2	i
17	Cc1ccsc1/C=C(\C#N)C(=O)NCc1cccnc1
    -22	1	i	i	-11	i	-4	i	i	0.8	i
18	COc1ccc(NC(=O)Cn2nc(C)c([N+](=O)[O-])c2C)cn1
    -2	-2	i	i	-10	i	0	i	i	-0.4	i
19	CC(C(=O)Nc1ccc(S(N)(=O)=O)cc1)N1CCc2ccccc21 (stereo unspecified)
    10	0	i	i	-15	i	7	i	i	0.0	i
20	O=C(Nc1ccccc1)c1ccc(Br)o1
    -73	6	i	i	-20	i	-2	i	i	2.4	i
21	COC(=O)c1ccc(NC(=O)CSc2n[nH]c(-c3ccncc3)n2)cc1
    -34	-6	i	i	4	i	-6	i	i	0.3	i
22	COc1ccc(NC(=O)N2CCCc3ccccc32)cc1
    -46	-11	i	i	-37	i	-3	i	i	1.5	i
23	CC(C)c1cc(=O)n2[nH]c(N)nc2n1
    -20	5	i	i	-9	i	-2	i	i	-0.2	i

# Record cards (already shown).
# Entry for C[C@]12CC[C@@H]3c4ccc(O)cc4[C@@H](O)C[C@H]3[C@@H]1CC[C@@H]2O = aSyn UTR inh: 0; SKKanGAS inh: 2; MrgX1 antag: i; TRPC6 inh: i; KLF5 inh: 1; TRPC6 activator: i; IEC-6 tox: -7; TRPC4 potent: i; TRPC4 inh: i; HIF activator: 0.0; TRPC4 act: i
# Entry for CC(C)c1cc(=O)n2[nH]c(N)nc2n1 = aSyn UTR inh: -20; SKKanGAS inh: 5; MrgX1 antag: i; TRPC6 inh: i; KLF5 inh: -9; TRPC6 activator: i; IEC-6 tox: -2; TRPC4 potent: i; TRPC4 inh: i; HIF activator: -0.2; TRPC4 act: i
